FN deposit inh: fibronectin deposition inhibition; AH1F fibroblasts, Alexa488-fibronectin deposition fluorescence, overnight; inhibition, % at 12.6 µM; actives 0.086% (n = 350,000); AID 743247;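 active = mean inhibition across replicates of 30% or more, regardless of how many single replicates reach that level; inconclusive = mean under 30% yet at least half of replicates reach 30%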;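 note: positive control wells lacked labelled fibronectin entirely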
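Schedule: 1 h cell adhesion before compound, then overnight fibronectin incubation; test system: AH1F fibroblast monolayer depositing Alexa488-labelled fibronectin into matrix; quantity: 10000 AH1F cells per well; probe or stimulus: fluorescent fibronectin at 24 nM final; signal: fluorescence, ex 485 nm, em 525 nm; evaluation: percent inhibition as loss of matrix-bound fibronectin fluorescence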
esBAF inh: SWI/SNF esBAF complex inhibition | mouse ES cells, Bmi1-luciferase knock-in reporter, 24 h; 100% = twice the neutral-well signal | reporter increase, % at 12.5 µM | actives 2% (n = 350,000) | AID 602393; in the data active = activation above about 40%; inconclusive = no clear call, values can overlap the other calls;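 note: 0% = median of the plate's neutral control wells and 100% = double that signal; a rise in the Bmi1 reporter signal indicates esBAF inhibition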
Casp6 inh: inhibitors of human caspase-6 | inhibition, % at 12.5 µM | actives 0.53% (n = 350,000) | P55212 | purified caspase-6, Z-VEID-R110 cleavage fluorescence;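 active = mean inhibition across replicates at least about 35%, with every replicate also reaching that limit, limit read from the data; inconclusive = only one of the two criteria met; inactive = neither criterion met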;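 note: 0% = median of neutral control wells and 100% = no fluorescence left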
Target sequence (P55212 24-179 limits assumed): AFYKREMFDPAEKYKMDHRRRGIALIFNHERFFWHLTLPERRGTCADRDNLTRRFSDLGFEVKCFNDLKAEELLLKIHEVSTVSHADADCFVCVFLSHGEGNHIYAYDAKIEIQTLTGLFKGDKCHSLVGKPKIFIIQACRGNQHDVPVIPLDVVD
Target sequence (P55212 194-293 limits assumed): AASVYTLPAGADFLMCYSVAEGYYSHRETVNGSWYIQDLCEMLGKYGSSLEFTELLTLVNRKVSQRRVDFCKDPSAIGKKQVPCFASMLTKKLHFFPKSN
SIRT5 block: inhibitors of human sirtuin-5 desuccinylase | actives 1.1% (n = 330,000) | Purified SirT5, succinyl-peptide AMC, trypsin-coupled fluorescence | inhibition, % at 15 µM | AID 652115 | Q9NXA8; in the data active = inhibition above about 15%; inconclusive = no clear call, values can overlap the other calls
Target sequence (Q9NXA8 whole entry, looked up): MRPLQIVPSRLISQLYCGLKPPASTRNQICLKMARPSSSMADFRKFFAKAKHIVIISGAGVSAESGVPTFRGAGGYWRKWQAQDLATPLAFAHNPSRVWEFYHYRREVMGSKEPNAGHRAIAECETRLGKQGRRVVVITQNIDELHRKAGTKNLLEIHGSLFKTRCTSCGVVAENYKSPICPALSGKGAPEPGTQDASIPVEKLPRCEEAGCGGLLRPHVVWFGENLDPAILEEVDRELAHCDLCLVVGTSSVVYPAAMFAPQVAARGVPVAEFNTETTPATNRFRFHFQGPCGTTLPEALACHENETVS
Statin myotox sup: protects C2C12 myotubes from simvastatin toxicity; ATP luminescence, 48 h; scaled: DMSO 0, geranylgeraniol control 100; AID 602340; rescue of ATP level, % at 7.49 µM; actives 0.78% (n = 330,000);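 active = mean ATP rescue above about 67%, or every replicate alone reaching that limit, limit read from the data, passing the limit was not always enough; inconclusive = no clear call, values can overlap the other calls; inactive = mean under the limit and some replicate under it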;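 note: myotubes were challenged with 10 µM simvastatin during compound exposure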
S100A4 MyoIIA: blocks human S100A4 binding to myosin IIA peptide; P26447; S100A4/TAMRA-MyoIIA peptide fluorescence polarization; inhibition, % at 10.7 µM; actives 0.14% (n = 360,000);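 active = mean inhibition of at least 70% across replicates, with every replicate also reaching that level; inconclusive = mean inhibition reaches 70% but some replicates fall short; inactive = mean inhibition below 70%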
Target sequence (P26447 whole entry, looked up): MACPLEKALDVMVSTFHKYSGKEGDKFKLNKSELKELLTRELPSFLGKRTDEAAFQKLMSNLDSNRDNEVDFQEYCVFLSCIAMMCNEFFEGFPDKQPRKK
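Test system – S100A4 monomer (human) · Compound – single-point compound testing · Schedule – 5 min incubation before reading · Probe or stimulus – TAMRA-labelled myosin IIA heavy-chain peptide probe, 5 nM · Benchmarks – neutral control DMSO, positive control TFP · Medium – Calcium-containing HEPES buffer, pH 7.2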
LGR2 antag: inhibitors of bursicon-induced Drosophila LGR2 receptor cAMP signaling. inhibition, % at 9.99 µM. HEK293 LGR2, CRE-luciferase, bursicon-stimulated, 4 h. actives 0.35% (n = 380,000);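 active = drop in luminescence signal, shown as inhibition above about 50% in the replicate tests, limit read from the data, passing the limit was not always enough; inconclusive = probably only some replicates passing the limit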;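 note: agonist challenge used bursicon conditioned medium at about half maximal strength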
Starred values were filed as active, the others as inactive; ? = inconclusive; . = not tested or not shown; & = joins results of further samples. A portion of the library. The share of hits here may be higher or lower than overall.

item	SMILES	FN deposit inh	esBAF inh	Casp6 inh	SIRT5 block
1	CC[C@@]1(c2ccccc2)C(=O)N(C(=O)OC)N1C(=O)OC	-1	-2	2	-1
2	CCNC(=O)Nc1ccccc1C(=O)OC	-2	.	0	-3
3	CN(C)C(=O)C[C@@H]1CC[C@@H]2[C@H](COc3ccc(NC(=O)c4ccc(F)cc4)cc3C(=O)N2C)O1	9	2	-4	2
4	CCN(CC)CCCNC(=O)C1c2cc(OC)c(OC)cc2C(=O)N(C)C1c1cccnc1 (stereo not given)	1	-4	-6	-22
5	CN1C(=O)C2C(c3ccc(N(C)C)cc3)=NN(Cc3ccccc3)C2C1=O (stereo not given)	.	.	-1	-4
6	CC(C)NC(=O)Nc1ccc2c(c1)C(=O)N(C)[C@H]1CC[C@@H](CC(=O)NC3CCCCC3)O[C@H]1CO2	-46	2	.	.
7	C#CCOC(=O)c1cc(Cl)c(=O)n(Cc2ccc(Cl)cc2Cl)c1	12	7	4	-3
8	O=c1[nH]c(/C=C/c2ccccn2)nc2ccccc12	9	44*	2	0
9	Cc1ccc(-c2noc(CSc3nnc(Cc4ccccc4)n3-c3cccc(C)c3)n2)cc1	.	0	-11	-1
10	Cn1cnc(S(=O)(=O)N2C[C@H](O)COC[C@@H]3O[C@H](CC(=O)N4CCN(c5ccccc5)CC4)CC[C@H]32)c1	4	-1	-2	-3

item	Statin myotox sup	S100A4 MyoIIA	LGR2 antag
1	-8	-4	10
2	.	-1	-2
3	-3	7	-10
4	1	-2	26
5	.	-6	-16
6	27	.	12
7	6	-11	6
8	-8	2	-4
9	16	-3	23
10	-8	-12	8

Records 9 through 10 from above:
item	SMILES	FN deposit inh	esBAF inh	Casp6 inh	SIRT5 block
9	Cc1ccc(-c2noc(CSc3nnc(Cc4ccccc4)n3-c3cccc(C)c3)n2)cc1	.	0	-11	-1
10	Cn1cnc(S(=O)(=O)N2C[C@H](O)COC[C@@H]3O[C@H](CC(=O)N4CCN(c5ccccc5)CC4)CC[C@H]32)c1	4	-1	-2	-3

item	Statin myotox sup	S100A4 MyoIIA	LGR2 antag
9	16	-3	23
10	-8	-12	8

Carrying on.
item	SMILES	FN deposit inh	esBAF inh	Casp6 inh	SIRT5 block
11	Cc1ccccc1-c1ccccc1[C@H]1[C@@H](C#N)N(C(=O)c2ccc(F)cc2)[C@H]1CO	4	.	0	4
12	CCOC(=O)C1(C)CCN1C(=O)c1cc(-c2ccc(Cl)cc2)oc1C (stereo not given)	-18	17	3	-2
13	CCOC(=O)C(=O)NCC(c1cccs1)S(=O)(=O)c1ccc(C)cc1 (stereo not given)	2	2	2	0
14	O=C(CSc1nccn(-c2ccc(F)c(F)c2)c1=O)NC1CCCC1	-5	3	0	1
15	CCOC(=O)c1ccccc1NC(=O)C=C(C)C	-8	-16	2	-2
16	Cc1noc(C)c1S(=O)(=O)N(C)C[C@@H]1Oc2ccc(NC(=O)Cc3cn(C)c4ccccc34)cc2CC(=O)N([C@@H](C)CO)C[C@H]1C	.	1	0	3
17	Oc1ccc(-c2nc3ccccc3s2)cc1	-2	-29	1	-13
18	N#CCC(=O)NCCCc1ccccc1	-14	-4	.	.
19	CC(C)(C)C(=O)Nc1ccc(-c2csnn2)cc1	-2	?	-2	-3
20	O=C(C[C@@H]1C[C@H]2c3cc(NC(=O)Nc4ccccc4F)ccc3O[C@H]2[C@H](CO)O1)NCC(F)(F)F	0	10	2&-2	0&1

item	Statin myotox sup	S100A4 MyoIIA	LGR2 antag
11	.	-11	-24
12	-5	0	3
13	7	-1	-20
14	-5	-1	2
15	1	0	-12
16	14	-1	-10
17	-29	-6	-44
18	3	.	11
19	-29	-1	-54
20	3	-1&17	0&-7

(further entries)
item	SMILES	FN deposit inh	esBAF inh	Casp6 inh	SIRT5 block
21	COc1cc(OC)c(S(=O)(=O)Nc2ccc(C)cn2)cc1NC(C)=O	4	-6	.	.
22	C[C@@H]1CN([C@H](C)CO)C(=O)c2cc(C#CC3CCCC3)cnc2O[C@H]1CN(C)C(=O)Nc1ccccc1	-10	5	-1	12
23	COc1ccc(S(=O)(=O)N2CCCCN3[C@H](CO)[C@@H](c4ccc(C#CC(C)C)cc4)[C@@H]3C2)cc1	.	1	-2	12
24	CCCCn1c(N)c(N(CCOC)C(=O)c2cccc(S(=O)(=O)N(CC)c3ccccc3)c2)c(=O)[nH]c1=O	0	.	1	0
25	O=C(NNc1ccc(O)cc1)c1ccc(Br)cc1	-10	-10	9	-6
26	O=C(CSC(=S)N1CCCC1)N1CCN(S(=O)(=O)c2cccc(F)c2)CC1	0	3	3	-6
27	Cc1cc(C)n(CCNS(=O)(=O)c2ccccc2)n1	-3	6	3	1
28	Clc1ccc(-c2ccn[nH]2)cc1	-1	.	0	0
29	COc1ccc(C#Cc2ccc([C@@H]3[C@@H](CO)N4C(=O)CN(C(=O)C5CCOCC5)C[C@@H]34)cc2)cc1	.	.	1	-1
30	CC(C)[C@H](C)NC(=O)N(C)C[C@@H]1OCc2ccccc2-c2ccccc2C(=O)N([C@@H](C)CO)C[C@@H]1C	1	-5	2	-4

item	Statin myotox sup	S100A4 MyoIIA	LGR2 antag
21	4	.	8
22	-1	-25	17
23	34	-5	2
24	.	15	-4
25	8	3	-6
26	16	19	-14
27	15	-1	-7
28	.	-4	-23
29	.	-4	6
30	.	0	-13

Following part
item	SMILES	FN deposit inh	esBAF inh	Casp6 inh	SIRT5 block
31	COc1ccc(-c2ccc3c(c2)O[C@@H](CN(C)Cc2cccnc2)[C@H](C)CN([C@H](C)CO)S3(=O)=O)cc1	.	-6	-5	1
32	CCOC(=O)c1ccc(Nc2nc(=O)c3cccnc3s2)cc1	-4	31	.	.
33	Cn1c(=O)n(C)c2cc(NC(=O)c3ccccc3NS(C)(=O)=O)ccc21	4	4	2	-2
34	Cc1cccc(NC(=O)c2cnc3sccn3c2=O)c1	1	-10	0	0
35	S=C(Nc1ccc(N2CCOCC2)cc1)Nc1ccc2nc(-c3ccco3)c(-c3ccco3)nc2c1	-7	-4	.	.
36	COc1cccc(-c2ccc3c(c2)O[C@@H](CN(C)C(=O)C2CCC2)[C@H](C)CN([C@H](C)CO)S3(=O)=O)c1	.	4	1	-1
37	C[C@H]1CN([C@@H](C)CO)C(=O)c2cc(-c3cccc(F)c3)cnc2O[C@H]1CN(C)Cc1ccccn1	.	-1	0	-1
38	CCc1ccc2[nH]c(=O)c(-c3ccccc3)c(O)c2c1	-14	4	-1	-8
39	C[C@H](CO)N1C[C@H](C)[C@H](CN(C)C(=O)C2CCC2)Oc2cc(-c3cccnc3)ccc2S1(=O)=O	8	3	-2	0
40	OCC1OC(n2ccc3c(SCc4ccccc4)ncnc32)C(O)C1O (stereo not given)	0	88*	-2	2

item	Statin myotox sup	S100A4 MyoIIA	LGR2 antag
31	-44	0	12
32	-5	.	.
33	-6	-1	3
34	-5	13	-54
35	-27	.	.
36	-21	-19	14
37	1	-2	14
38	11	3	-5
39	-5	10	-10
40	-7	-5	.

(cont.)
item	SMILES	FN deposit inh	esBAF inh	Casp6 inh	SIRT5 block
41	CC(=O)c1cccc(NC(=S)NNC(=O)c2ccco2)c1	2	.	5	3
42	Cc1cc(C(=O)Nc2cccc3c2O[C@@H](CN(C)C(=O)Nc2ccc(F)cc2)[C@@H](C)CN([C@H](C)CO)C3=O)n(C)n1	.	4	1	0
43	O=C(CC1SC(N2CCOCC2)=NC1=O)Nc1ccc(F)cc1 (stereo not given)	-2	-1	-1	-1
44	COC(=O)Nc1nncs1	-1	-8	2	-7
45	COc1ccc(C(=O)NCC(=O)N/N=C/C=C/c2ccccc2)cc1OC	-17	.	1	1
46	CCOc1ccc(NC(=S)NNc2ccnc3cc(Cl)ccc23)cc1	.	.	.	0
47	CC(C)NC(=O)N[C@@H]1C[C@@H]2O[C@H](CO)CC[C@@H]2O[C@@H]1CCc1ccc(-c2ccccc2F)cc1	.	.	2	-3
48	CCOc1ccc(-n2cc(C(=O)Nc3cccc(C)n3)c3cc(OC)c(OC)cc3c2=O)cc1	2	.	-3	-2
49	Cc1ccc2[nH]c3c(=O)n(CC(=O)NCCCN4CCN(c5ccc(F)cc5)CC4)ncc3c2c1	5	-8	.	-1
50	COC(=O)c1ccc2c(=O)n(CCN3CCOCC3)c(SCC(=O)Nc3ccccc3OC)nc2c1	1	-3	-1	1

item	Statin myotox sup	S100A4 MyoIIA	LGR2 antag
41	.	-2	-3
42	13	-20	4
43	4	-4	-13
44	2	10	2
45	.	-2	0
46	.	-8	0
47	.	1	.
48	.	1	33
49	4	7	-1
50	-1	-3	4

An excerpt from above in order of SMILES length, largest number first.
item	SMILES	FN deposit inh	esBAF inh	Casp6 inh	SIRT5 block
3	CN(C)C(=O)C[C@@H]1CC[C@@H]2[C@H](COc3ccc(NC(=O)c4ccc(F)cc4)cc3C(=O)N2C)O1	9	2	-4	2
37	C[C@H]1CN([C@@H](C)CO)C(=O)c2cc(-c3cccc(F)c3)cnc2O[C@H]1CN(C)Cc1ccccn1	.	-1	0	-1
13	CCOC(=O)C(=O)NCC(c1cccs1)S(=O)(=O)c1ccc(C)cc1 (stereo not given)	2	2	2	0

item	Statin myotox sup	S100A4 MyoIIA	LGR2 antag
3	-3	7	-10
37	1	-2	14
13	7	-1	-20

Later entries:
item	SMILES	FN deposit inh	esBAF inh	Casp6 inh	SIRT5 block
51	CC1CN(C2CCN(S(=O)(=O)c3ccccc3)CC2)CC(C)O1 (stereo not given)	6	-7	-9	0
52	C[C@@H]1CN([C@H](C)CO)C(=O)Cc2cc(NS(=O)(=O)c3ccc(Cl)cc3)ccc2O[C@@H]1CN(C)Cc1ccc2c(c1)OCO2	.	-5	0	8
53	C[C@H]1CN([C@@H](C)CO)C(=O)c2cc(NS(=O)(=O)c3cn(C)cn3)ccc2O[C@@H]1CN(C)Cc1ccccc1	.	0	-1	-25
54	CO[C@H](CN(C)S(=O)(=O)c1ccccc1)[C@@H](C)CN(C(=O)Nc1ccccc1F)[C@@H](C)CO	-7	-2	2	0
55	Cc1ccc(Oc2nc3ccccn3c(=O)c2/C=C(\C#N)C(=O)NC2CCS(=O)(=O)C2)cc1 (stereo not given)	-22	.	1	-3
56	Cc1ccc2[nH]c(-c3ccccc3)c(CN3CCN(C)CC3)c(=O)c2c1	-14	3	.	.
57	CS(=O)(=O)N1CCc2cc(-c3csc(NC(=O)C(c4ccccc4)c4ccccc4)n3)ccc21	.	4	.	.
58	N#Cc1c(Cl)cccc1Oc1ccc(S(=O)(=O)Nc2ccccc2)cc1	-1	.	-2	-2

item	Statin myotox sup	S100A4 MyoIIA	LGR2 antag
51	2	1	10
52	55	-5	16
53	-4	-4	5
54	2	-19	-20
55	.	-7	15
56	-3	.	.
57	22	.	0
58	.	-1	-1
